Bioassay records deposited in PubChem BioAssay by several laboratories.
procasp3 activ: activators of human procaspase-3 D3A mutant, primary screen, biochemical, absorbance, PC-3 D3A mutant, single concentration | 0.11% of 330,000 active | activation, % at 8.5 µM | recombinant procaspase-3 D3A, Ac-DEVD-pNA absorbance 405 nm | Caspase-3 (Homo sapiens), P42574;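 active means activation above the mean of all tested compounds plus 3 SD, cut at about 21% in these data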;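 further: 0% = DMSO alone and 100% = DMSO wells spiked with extra 5 µM PC-3 D3A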
Target sequence (P42574 whole entry D9A/D28A/D175A): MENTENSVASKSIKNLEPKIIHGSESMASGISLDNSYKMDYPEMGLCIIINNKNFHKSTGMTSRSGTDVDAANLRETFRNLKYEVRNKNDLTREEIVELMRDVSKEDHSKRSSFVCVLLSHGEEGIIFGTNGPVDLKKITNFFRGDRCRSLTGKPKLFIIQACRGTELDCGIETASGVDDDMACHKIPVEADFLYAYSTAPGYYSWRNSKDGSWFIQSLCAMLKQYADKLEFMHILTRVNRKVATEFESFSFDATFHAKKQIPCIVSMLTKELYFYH
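Assay system: Autoprocessing-dead procaspase-3 D3A mutant enzyme; also added: Ac-DEVD-pNA; doses: one concentration, 8.5 µM nominal, 0.8% DMSO; times: 1 h compound preincubation, 2 h substrate hydrolysis at 25 °C; technique: 405 nm absorbance of p-nitroaniline, reads at 0 and 120 min; measure: % activation between DMSO and enzyme-spiked controls; repeats: single replicate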
PP1 counter: PP1-alpha phosphatase inhibitors, primary screen, counter-screen for PP5 inhibitor project, biochemical, fluorescence, OMFP substrate, single point; inhibition, % at 6.7 µM; 0.9% of 320,000 active; purified PP1alpha; AID 2235, 2010; Serine/threonine-protein phosphatase PP1-alpha catalytic subunit (Homo sapiens), P62136;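 active means inhibition above the mean inhibition of all tested compounds plus 3 SD, computed separately for each screening campaign, cut at about 15% in these data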
Target sequence (P62136 whole entry, looked up): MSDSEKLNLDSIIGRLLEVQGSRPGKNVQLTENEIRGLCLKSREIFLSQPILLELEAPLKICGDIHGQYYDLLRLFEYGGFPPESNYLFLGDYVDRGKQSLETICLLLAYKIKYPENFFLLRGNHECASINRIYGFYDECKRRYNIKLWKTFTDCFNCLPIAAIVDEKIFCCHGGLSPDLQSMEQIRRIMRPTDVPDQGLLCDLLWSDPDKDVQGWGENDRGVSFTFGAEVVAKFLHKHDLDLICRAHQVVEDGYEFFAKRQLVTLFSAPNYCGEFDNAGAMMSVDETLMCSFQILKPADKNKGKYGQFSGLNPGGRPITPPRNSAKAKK
PP5 inh: PP5 phosphatase inhibitors, primary screen, biochemical, fluorescence; purified PP5c, OMFP substrate fluorescence; Serine/threonine-protein phosphatase 5 (Homo sapiens), P53041; 0.18% of 320,000 active; inhibition, % at 6.7 µM;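 active means inhibition above the campaign's mean inhibition across all tested compounds plus 3 SD, cut at about 9.5% in these data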;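 further: 0% = DMSO only and 100% = 100 µM cantharidin control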
proCasp7 act: procaspase-7 activators, primary screen, counter-screen for procaspase-3 activator project, biochemical, absorbance, HTS, human. Caspase-7 (Homo sapiens), P55210. recombinant procaspase-7, Ac-DEVD-pNA absorbance 405 nm; D23A/D198A/D206A triple mutant, cannot self-cleave; scale: DMSO 0, 5 µM enzyme 100. activation, % at 8.5 µM. 0.093% of 330,000 active;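 active means percent activation above the screen-wide mean plus 3 SD, cut at about 25% in these data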
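Assay system: Uncleavable procaspase-7 mutant enzyme | Input: 2 µM procaspase-7 mutant as dispensed | Timing: 1 h compound preincubation, 2 h substrate cleavage, 25 °C | Repeats: One well per compound | Control set: DMSO wells as 0%, DMSO with 5 µM added PC-7 as 100% | Technique: Epi-absorbance of released pNA at 405 nm, two timepoints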
VLA-4 inh: inhibition in human VLA-4 binding assay, primary screen, VLA-4 allosteric modulator project, MLPCN library, flow cytometry, VLA-4 expressing cells; Integrin alpha-4 (Homo sapiens), P13612; ligand binding flow cytometry; inhibition, % (about 7 µM as worked out from the volumes in the protocol); 0.2% of 330,000 active; AID 2557, 2010; in the data active means inhibition above about 50%
core dimer inh: inhibitors of HCV core protein dimerization, primary screen, biochemical, TR-FRET, high-throughput | 0.33% of 300,000 active | AID 1899, 2009 | TR-FRET GST/Flag-core106 dimerization, 1536-well | inhibition, % at 5 µM;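 active means inhibition above the mean of all tested compounds plus 3 SD, set per screening campaign, cut at about 45% in these data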
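assay system = GST-tagged and Flag-tagged HCV core protein residues 1-106 | controls = unlabelled core106 and no-GST-core106 wells | incubation = compound-protein-antibody incubation 4 h at 22.5 °C | probe or stimulus = Eu donor and XL665 acceptor anti-tag antibodies | read-out = % inhibition based on acceptor/donor emission ratio | signal = TR-FRET 671 and 617 nm emission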
GASC-1 inh: inhibitors of GASC-1 histone demethylase, primary screen, biochemical, fluorescence, DELFIA europium; GST-JMJD2C(1-420) H3K9me3 demethylation; inhibition, % at 2.35 µM; 0.069% of 330,000 active; Lysine-specific demethylase 4C (Homo sapiens), Q9H3R0;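 active means more than half of a compound's replicate wells show inhibition beyond 50%, single wells judged on their own value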;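 further: signal counts dimethyl H3K9 product captured on neutravidin plate; 0% = median of DMSO wells and 100% = 0.3 times that DMSO median; strong numbers were not always called active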
Target sequence (Q9H3R0 1-420 limits assumed): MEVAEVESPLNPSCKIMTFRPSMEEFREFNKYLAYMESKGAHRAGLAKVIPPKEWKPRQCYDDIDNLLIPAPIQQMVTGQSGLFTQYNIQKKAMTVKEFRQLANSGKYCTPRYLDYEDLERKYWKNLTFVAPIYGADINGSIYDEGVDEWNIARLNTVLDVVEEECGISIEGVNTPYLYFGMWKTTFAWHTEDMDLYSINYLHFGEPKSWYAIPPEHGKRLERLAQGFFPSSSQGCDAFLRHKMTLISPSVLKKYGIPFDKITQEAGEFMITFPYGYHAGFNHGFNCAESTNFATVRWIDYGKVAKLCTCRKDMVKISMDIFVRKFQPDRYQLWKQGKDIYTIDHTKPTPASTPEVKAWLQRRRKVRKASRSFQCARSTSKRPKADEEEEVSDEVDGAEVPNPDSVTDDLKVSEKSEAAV
Fh CTSL1 inh: Fasciola hepatica cathepsin L1 inhibitors, primary screen, counter-screen for PFM18AAP inhibitor project, biochemical, QFRET, fluorogenic peptide substrate; recombinant F. hepatica cathepsin L1, Z-Leu-Arg-MCA fluorescence; inhibition, % at 5.96 µM; 0.49% of 300,000 active; AID 1906, 2009;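 active means inhibition above the mean of all tested compounds plus 3 SD, set per screening campaign, cut at about 17% in these data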;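 further: 0% = plate median of test compound wells and 100% = 1 µM Z-Phe-Ala-diazomethylketone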
GRK2 aptamer HTS: compounds blocking aptamer binding on GRK2 – biochemical, human GRK2, bead flow cytometry, HTS, primary screen; 0.59% of 330,000 active; inhibition of aptamer binding, % at 10 µM; AID 488847, 2010; Beta-adrenergic receptor kinase 1 (Homo sapiens), P25098; FAM-aptamer displacement from GRK2;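 active means inhibition of aptamer binding above 40%, roughly 3 SD of noise, on plates passing a quality check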;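 further: median bead fluorescence of bound FAM aptamer so fluorescent compounds give negative values; no value below 0 was filed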
* = called active by the depositor; / = no result given. Outcome played no part in choosing rows, and some 2.6% of all compounds hit somewhere here.

SMILES	procasp3 activ	PP1 counter	PP5 inh	proCasp7 act	VLA-4 inh	core dimer inh	GASC-1 inh	Fh CTSL1 inh	GRK2 aptamer HTS
COc1ccc(F)c(CN2CCC(n3nccc3NC(=O)C3CCOC3)CC2)c1 (stereo not given)	8	0	1.9	6	-3	-1	-4	-5	4
N#C/C(=C\c1ccc(OCc2ccc(F)cc2)cc1)C(=O)Nc1cccc(C(=O)O)c1	9	-2	2.5	-8	-2	12	-22	5	0
COc1ccc([C@H]2/C=C\CN(S(=O)(=O)c3ccc(C)cc3)[C@@H](C)C(=O)N2Cc2ccc(F)cc2)cc1	-1	4	3.1	-5	5	24	2	0	0
COc1cccc2c1OC[C@@H](CO)[C@H]2N(C)C(=O)Nc1ccc(Cl)cc1	5	-4	0.4	5	-9	3	-5	0	0
CN(C)CCCOC(=O)CCc1ccccc1	3	0	2.6	5	8	-5	-2	-1	0
COc1ccc(C)cc1NC(=O)CN1CCN(S(=O)(=O)c2ccc(F)cc2)CC1	-6	1	0.2	-2	-5	-1	-2	2	0
C/C=C\C=C/C(=O)Nc1cccc(C2=NOC3(C2)C[C@@H](C(N)=O)N(C(=O)c2ccccc2)C3)c1 (stereo not given in full)	-13	5	2.1	-14	27	21	-1	1	7
O=C(CN(c1ccccc1)S(=O)(=O)c1ccccc1)Nc1ccc(F)cc1	-4	3	0.4	-3	10	4	7	-2	1
NNC(=O)CN1C(c2cccc(Cl)c2)=Nc2ccc(Br)cc2C1c1ccccc1 (stereo not given)	-1	8	2.1	-1	-3	10	0	7	0
O=C(c1cc(Cl)nc2ccccc12)N(Cc1nnc(-c2ccc(Cl)cc2)o1)C1CC1	5	0	-0.5	0	0	0	6	-3	0
CCC(CO)NCc1ccc(Br)cc1 (stereo not given)	5	0	3.0	4	9	5	-1	0	0
Cc1nc(-c2ccc3c(c2)OCCCO3)cs1	-2	0	0.4	8	-11	0	-21	-7	1
CC(=O)Nc1sc(NC(=O)c2ccc([N+](=O)[O-])cc2)nc1-c1cccs1	-14	-3	-1.1	6	4	-7	-1	2	1
Cc1cc(C)cc(OCC(=O)N/N=C/c2ccncc2)c1	-3	-1	0.4	2	33	2	2	2	55*
O=C(CSc1ncnc2c1oc1ccccc12)N1CCCc2ccccc21	4	3	3.3	-11	5	2	16	7	0
Cc1ccc(N2C(=O)CC(NNC(=O)Cc3ccc(F)cc3)C2=O)cc1Cl (stereo not given)	4	-2	3.7	2	-3	0	2	-4	0
Cn1c(SCC(=O)c2ccc3c(c2)NC(=O)CO3)nc2ccccc21	0	-1	-2.6	-4	-7	13	-1	6	0
CSc1ccc(C2C(C#N)=C(N)Oc3c2ccc(=O)c2c(C)oc(C)c32)cc1 (stereo not given)	-2	6	1.4	12	-71	78*	-1	4	2
CC(C)N=c1scc(-c2ccco2)n1/N=C/c1ccc(O)c(O)c1	-9	-1	0.4	-8	7	-2	/	3	3
CNC(=O)/C(C#N)=C/c1c(N2CCN(C)CC2)nc2c(C)cccn2c1=O	-1	-4	-2.4	0	-6	-11	-4	0	1

In a second layout: results already given.
molecule,procasp3 activ,PP1 counter,PP5 inh,proCasp7 act,VLA-4 inh,core dimer inh,GASC-1 inh,Fh CTSL1 inh,GRK2 aptamer HTS
NNC(=O)CN1C(c2cccc(Cl)c2)=Nc2ccc(Br)cc2C1c1ccccc1 (stereo not given),-1,8,2.1,-1,-3,10,0,7,0
O=C(c1cc(Cl)nc2ccccc12)N(Cc1nnc(-c2ccc(Cl)cc2)o1)C1CC1,5,0,-0.5,0,0,0,6,-3,0
CCC(CO)NCc1ccc(Br)cc1 (stereo not given),5,0,3.0,4,9,5,-1,0,0
Cc1nc(-c2ccc3c(c2)OCCCO3)cs1,-2,0,0.4,8,-11,0,-21,-7,1
CC(=O)Nc1sc(NC(=O)c2ccc([N+](=O)[O-])cc2)nc1-c1cccs1,-14,-3,-1.1,6,4,-7,-1,2,1
Cc1cc(C)cc(OCC(=O)N/N=C/c2ccncc2)c1,-3,-1,0.4,2,33,2,2,2,55*
O=C(CSc1ncnc2c1oc1ccccc12)N1CCCc2ccccc21,4,3,3.3,-11,5,2,16,7,0
Cc1ccc(N2C(=O)CC(NNC(=O)Cc3ccc(F)cc3)C2=O)cc1Cl (stereo not given),4,-2,3.7,2,-3,0,2,-4,0
Cn1c(SCC(=O)c2ccc3c(c2)NC(=O)CO3)nc2ccccc21,0,-1,-2.6,-4,-7,13,-1,6,0
CSc1ccc(C2C(C#N)=C(N)Oc3c2ccc(=O)c2c(C)oc(C)c32)cc1 (stereo not given),-2,6,1.4,12,-71,78*,-1,4,2
CC(C)N=c1scc(-c2ccco2)n1/N=C/c1ccc(O)c(O)c1,-9,-1,0.4,-8,7,-2,/,3,3
CNC(=O)/C(C#N)=C/c1c(N2CCN(C)CC2)nc2c(C)cccn2c1=O,-1,-4,-2.4,0,-6,-11,-4,0,1

Next records.
SMILES	procasp3 activ	PP1 counter	PP5 inh	proCasp7 act	VLA-4 inh	core dimer inh	GASC-1 inh	Fh CTSL1 inh	GRK2 aptamer HTS
COc1ccc2cc3cc(C(=O)NCCCN4CCC(C)CC4)oc3nc2c1	0	3	1.0	5	-6	-29	0	6	0
COc1cccc(CCNC(=O)CC2C(=O)NCCN2Cc2ccc(Cl)c(F)c2)c1 (stereo not given)	-1	0	0.6	17	4	2	18	-1	0
CCOC(=O)c1sc(NC(C)=O)cc1C	5	4	0.5	-4	31	-3	-1	0	0
O=C(CCN1C(=O)C2C3CC(C(Br)C3Br)C2C1=O)OCC(=O)c1cccc([N+](=O)[O-])c1 (stereo not given)	1	1	-2.5	1	2	0	-17	-2	0
CCOC(=O)c1c(C)n(C)c2ccc(OC(=O)c3ccco3)cc12	-5	0	0.8	7	-8	1	-12	-26	2
NC(=O)c1c(N)sc(=S)n1CC1CCCO1 (stereo not given)	2	-3	-0.5	-1	5	-4	-2	2	3
O=C(c1cc(=O)c2ccccc2o1)N1CCN(c2ccccc2F)CC1	0	2	1.2	1	6	-6	5	-3	3
CCN(C(=O)COC(=O)/C=C/c1ccc(S(=O)(=O)N2CCc3ccccc32)cc1)C1CCS(=O)(=O)C1 (stereo not given)	3	1	2.4	2	2	10	-1	3	2
O=C(COC(=O)COc1ccccc1[N+](=O)[O-])NCc1ccc2c(c1)OCO2	-6	/	/	6	0	/	-6	/	43*
CC1(C)CC(=O)/C(=C(/O)CCCN2C(=O)c3ccccc3C2=O)C(=NC(C)(C)C)C1	-3	2	-1.7	-2	10	-3	-17	4	1
CSCCC(NS(=O)(=O)c1ccccc1)C(=O)OC(C)C(=O)Nc1ccc(Cl)cn1 (stereo not given)	2	4	4.7	-14	-1	/	-4	/	0
COc1ccc(C2/C(=C(/O)c3ccccc3)C(=O)C(=O)N2C)cc1 (stereo not given)	0	-2	1.2	0	6	0	6	-1	3
Cc1cccc(N2CCN(C(=O)c3cc4cc(F)ccc4[nH]3)CC2)c1C	0	4	2.7	-1	6	8	-11	5	0
Cc1ccc(C(=O)NCc2ccco2)cc1[N+](=O)[O-]	3	-2	-0.6	9	-3	-6	7	3	0
COc1ccc(OCC(=O)NNc2nc3ccccc3s2)cc1	-9	-2	-1.6	-6	-8	7	11	7	0
COc1cc([N+](=O)[O-])cc(/C=N/NC(=O)c2ccc(C)nc2)c1O	-12	24*	4.8	-16	-17	-14	-5	3	0
N#C/C(=C\c1ccc(-c2ccccc2[N+](=O)[O-])o1)C(=O)N1CCOCC1	5	-1	-1.0	-9	-2	3	5	1	1
N#Cc1cc(C#N)c(SCC(=O)NCC2CCCO2)nc1N (stereo not given)	-2	0	1.1	0	0	9	2	1	0
O=S(=O)(c1ccccc1Cl)N1CCC(O)(c2ccc3c(c2)OCO3)CC1	0	-1	0.7	4	11	1	7	3	0
Cc1ccc(C(=O)CN2C(=O)c3ccccc3S2(=O)=O)cc1	-3	-2	-1.3	11	21	3	-2	-2	1

Copied from the list:
O=S(=O)(c1ccccc1Cl)N1CCC(O)(c2ccc3c(c2)OCO3)CC1 in Fh CTSL1 inh is entered as 3
N#Cc1cc(C#N)c(SCC(=O)NCC2CCCO2)nc1N (stereo not given) in Fh CTSL1 inh is entered as 1
COc1cc([N+](=O)[O-])cc(/C=N/NC(=O)c2ccc(C)nc2)c1O in PP5 inh is entered as 4.8

Remaining list, next part.
SMILES	procasp3 activ	PP1 counter	PP5 inh	proCasp7 act	VLA-4 inh	core dimer inh	GASC-1 inh	Fh CTSL1 inh	GRK2 aptamer HTS
Cc1cc2cc3c(cc2nc1SCC(=O)N1CCOCC1)OCO3	-2	2	-2.3	7	7	-6	47	3	0
CCc1ccccc1NC(=O)CN1CCN(C(=O)c2cccc(-n3cnnn3)c2)CC1	4	-4	-1.1	-1	6	/	-5	/	0
O=C(NCc1ccc(Cl)cc1Cl)C1CCN(S(=O)(=O)c2ccc3c(c2)OCCCO3)CC1	-2	6	0.1	2	1	5	-13	1	1
Cn1ccnc1SCC(=O)c1ccc(OC(F)F)cc1	3	-3	0.2	7	4	-3	13	-3	5
COc1cc(NC(=O)c2nccnc2C(=O)O)cc(OC)c1	14	1	0.7	-4	-23	0	14	0	1
CN(C)S(=O)(=O)c1cccc(-c2nnc3n2CCCCC3)c1	3	-5	2.1	-4	1	2	-1	-3	1
O=C(O)CCCCCCCCc1cn(CCc2c[nH]c3ccccc23)nn1	-4	0	0.7	-3	6	9	1	-5	2
